From PubChem BioAssay
HCMV inh = inhibitors of human cytomegalovirus | AID 1259415 | activity change, negative = inhibition, % at 57.5 µM | 4.5% of 410,000 active | HFF cells, HCMV-luciferase reporter, 72 h; hits give low values; in the data active = activity change below about -60%; inconclusive = no clear call, values can overlap the other calls; inactive = above about -39%
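Steps: HFFs plated, 16 h 37C; compounds added; HCMV-luciferase added to MOI 1 PFU/cell; 72 h 37C; OneGlo reagent, 5 min room temperature; luminescence read, normalized to controls.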
FBPA Giardia inh = inhibitors of Giardia lamblia fructose-1,6-bisphosphate aldolase; Potency, µM (top dose mostly 59.6 µM), inactives show at the top dose activity, negative = inhibition, most hits filed as inhibitors; 0.71% of 290,000 active; purified Giardia FBPA; also: potency is read from the fitted curve at half-maximal effect; nearly all actives have a fitted effect of over 55% in size
Target sequence (A8B2U2 whole entry, looked up): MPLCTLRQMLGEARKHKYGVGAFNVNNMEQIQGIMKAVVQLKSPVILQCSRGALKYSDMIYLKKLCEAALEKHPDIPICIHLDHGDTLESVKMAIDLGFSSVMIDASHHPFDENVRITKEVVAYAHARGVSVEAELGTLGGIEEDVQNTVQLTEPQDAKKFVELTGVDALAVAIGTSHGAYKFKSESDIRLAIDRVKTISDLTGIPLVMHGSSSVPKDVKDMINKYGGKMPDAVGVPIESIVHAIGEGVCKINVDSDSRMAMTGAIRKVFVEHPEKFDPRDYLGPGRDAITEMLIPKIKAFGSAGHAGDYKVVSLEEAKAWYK
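40 nM FBPA preincubated 10 min at RT with compound (up to 57.5 uM final), then substrate plus GAPDH/TPI/NAD/arsenate coupling and diaphorase/resazurin added. Fluorescence read after 20 min at RT, 525/598 nm.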
AmpC detergent = blocks E. coli AmpC beta-lactamase in detergent assay | P00811 | AmpC hydrolysis of nitrocefin, absorbance 480 nm, 0.01% Triton | Potency, µM (highest dose often 114 µM), for inactives: at the highest dose activity change, negative = inhibition, actives largely listed as inhibitors | 0.041% of 370,000 active;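 also: potency is read from the fitted curve at half-maximal effect; 0% = no-compound wells and -100% = no-enzyme wells; nearly all actives have a fitted effect of over 25% in size; some results filed as inactive show a strong effect at the top dose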
Target sequence (P00811 whole entry, looked up): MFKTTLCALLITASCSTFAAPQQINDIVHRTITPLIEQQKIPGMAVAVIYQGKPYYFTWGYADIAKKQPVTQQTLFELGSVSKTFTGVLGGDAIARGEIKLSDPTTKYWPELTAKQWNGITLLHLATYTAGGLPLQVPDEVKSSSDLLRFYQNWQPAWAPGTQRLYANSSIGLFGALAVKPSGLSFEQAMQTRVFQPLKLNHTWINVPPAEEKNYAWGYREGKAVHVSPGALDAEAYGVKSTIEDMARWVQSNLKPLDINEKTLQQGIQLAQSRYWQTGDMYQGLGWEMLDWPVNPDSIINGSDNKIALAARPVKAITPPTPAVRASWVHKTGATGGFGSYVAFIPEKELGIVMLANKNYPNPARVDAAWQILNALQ
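20 mM phosphate pH 7.0 + 0.01% (detergent screen) or 0.0001% Triton X-100; 5.3 nM AmpC reagent; cpd preinc 15 min RT; nitrocefin (800 uM stock) to start; A480 q20 s × 4 min; Activity was normalised to no-enzyme and no-compound control wells.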
HCV inh = blocks hepatitis C virus; 3.4% of 340,000 active; Potency, µM (highest dose often 41.8 µM), for the others: at the highest dose activity change, negative = inhibition, most hits filed as inhibitors; Huh7.5.1 HCVcc-Cre infection, luciferase reporter, 44 h; also: potency is read from the fitted curve at half-maximal effect
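1,000 cells/well; 4 h culture; + compound; + HCVcc-Cre (~0.5 moi); 44 h; luciferase substrate, RT 15 min; read 15 sec.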
Sm TGR inh = blocks Schistosoma mansoni thioredoxin glutathione reductase; Potency, µM (top dose mostly 114 µM), for inactives: at the top dose activity change, negative = inhibition, hits mostly inhibitors; 3% of 360,000 active; Q962Y6; purified TGR, DTNB reduction, TNB absorbance 405 nm; also: potency is read from the fitted curve at half-maximal effect; nearly all actives have a fitted effect of over 60% in size
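Kinetic colorimetric format: TGR-catalysed, NADPH-driven DTNB reduction monitored via TNB absorbance. Enzyme dispensed at 20 nM; compound exposure 15 min at room temperature before reaction start.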
AMA1-RON2 inh = disrupts binding of P. falciparum AMA1 to RON2. Potency, µM (titrated, usually from 58.2 µM), inactives show at the highest dose activity change, negative = inhibition, hits mostly inhibitors. 0.2% of 360,000 active. AlphaScreen AMA1-biotinylated RON2 peptide binding;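 also: potency is read from the fitted curve at half-maximal effect; 0% = vehicle wells and -100% = peptide control; nearly all actives have a fitted effect of over 45% in size; some results filed as inactive show a strong effect at the top dose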
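AMA1 (3D7) with his tag at 25 nM final met compounds first, then biotinylated RON2 peptide at 25 nM; detection used donor plus acceptor beads, 10 µg/mL apiece, read by AlphaScreen after 30 min at room temperature.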
Starred values were filed as active, the others as inactive; ? = inconclusive; . = no result given; [ ] = dose if it differs, or a comment. Unless noted, calls follow the shape of the dose curve; as a rule, active = well fitted curve in the direction sought with a large enough effect; inconclusive = small, poorly fitted or top-dose-only effect, or another doubt; inactive = no such curve, though single readings can be large; an effect the other way counts as inactive or inconclusive. Unless noted, % is scaled to controls: 0 for no effect and ±100 for the full control effect.

(1) C=CCn1c(SCC(=O)Nc2cc(C)ccc2OC)nnc1-c1ccco1
(2) Cc1ccc(CN2CCN(/N=C/c3ccco3)CC2)c(C)c1
(3) COc1ccc(C(=O)NCCNC(=O)c2cnccn2)cc1OC
(4) COc1cccc2[nH]c3c(N4CCN(Cc5ccc6c(c5)OCO6)CC4)ncnc3c12
(5) Cn1nnnc1SCc1cc(=O)n2ccsc2n1
(6) O=C(COC(=O)CCC(=O)c1cccs1)NCc1ccco1
(7) CCN1CCN(c2ncnc3c2cnn3-c2ccc(Cl)cc2)CC1
(8) CCOC(=O)C1(CCc2ccccc2)CCN(C(=O)CN2CCOC2=O)CC1
assay / compound,1,2,3,4,5,6,7,8
HCMV inh,28,?,4,?,19,36,117,23
FBPA Giardia inh,-1%,8%,.,9%,-5%,-14%,1%,2%
AmpC detergent,?,-1%,1%,-6%,-3%,1%,4%,4%
HCV inh,?,?,19%,.,0%,19%,?,2%
Sm TGR inh,-15%,-25%,7%,-16%,6%,25µM*,28%,5%
AMA1-RON2 inh,-16%,-4%,7%,.,2%,-11%,-4%,-11%

(9) N#Cc1nc(-c2ccc(COc3ccccc3)o2)oc1N1CCN(c2ccccc2)CC1
(10) COc1cc2c(-c3ccc4[nH]ccc4c3)c(-c3ccc(C#N)cc3)oc(=O)c2cc1OC
(11) O=C(c1ccccc1)N1CCc2cc(CNS(=O)(=O)c3ccccc3Cl)ccc21
(12) CC1(NC(=O)CSc2nnc(-c3ccco3)n2Cc2ccccc2)CCS(=O)(=O)C1 (stereo unspecified)
(13) COc1ccc2nc(NC(=O)C(NS(=O)(=O)c3cccs3)C(C)C)sc2c1 (stereo unspecified)
(14) CCOP(=O)(OCC)/C(=N/OC(=O)c1cccc([N+](=O)[O-])c1)C(N)=O
(15) O=C(O)Cc1ccc(NC(=O)C2CC=CCC2C(=O)O)cc1 (stereo unspecified)
(16) Cc1ccc(-c2nnn(CC(=O)Nc3ccc4nn(-c5ccccc5)nc4c3)n2)o1
assay / compound,9,10,11,12,13,14,15,16
HCMV inh,4,-25,-78*,-17,12,-18,.,4
FBPA Giardia inh,.,.,.,.,0%,-3%,2%,-7%
AmpC detergent,14%,-5%,5%,-3%,-9%,8%,-10%,?
HCV inh,.,11µM*,.,0%,?,2%,.,-11%
Sm TGR inh,1%,-7%,1%,-34%,0%,12%,-3%[11.4 µM],-24%
AMA1-RON2 inh,.,2%,.,0%,-1%,3%,.,6%

(17) COc1ccc(-c2cc(C(=O)Nc3cc(C)n(Cc4ccc(Cl)cc4)n3)no2)cc1OC
(18) N#Cc1ccc(OCC(=O)Nc2ccc(S(=O)(=O)N3CCOCC3)cc2)cc1
(19) CC(=O)Nc1nonc1NC(=O)CSc1nc2ccccc2o1
(20) CCOC(=O)C1=CNS(=O)(=O)NC1c1ccc(OC(C)=O)cc1 (stereo unspecified)
(21) CCOc1ccc(NC(=O)C2CCCN(S(=O)(=O)c3cccc4nonc34)C2)cc1 (stereo unspecified)
(22) O=C(COC(=O)C1CCN(c2ccc(C(F)(F)F)cn2)CC1)Nc1cccc(F)c1
(23) COc1cc([C@H]2c3[nH]c4ccccc4c3C[C@H]3C(=O)N4[C@@H](c5cc(OC)c(OC)c(OC)c5)c5[nH]c6ccccc6c5C[C@H]4C(=O)N23)cc(OC)c1OC
(24) O=Cc1c[nH]c2ccc(S(=O)(=O)N3CCOCC3)cc12
assay / compound,17,18,19,20,21,22,23,24
HCMV inh,?,8,-7,-13,-21,1,.,-27
FBPA Giardia inh,8%,.,-7%,.,.,.,-6%,10%
AmpC detergent,-9%,.,-1%,.,0%,0%,-4%,-12%
HCV inh,?,9%,-1%,12%,.,10%,-6%,12%
Sm TGR inh,-7%,.,1%,.,-11%,1%,-1%,4%
AMA1-RON2 inh,12%,-6%,22%,21%,.,-5%,0%,19%

From compound 17 up to 18, as listed above:
(17) COc1ccc(-c2cc(C(=O)Nc3cc(C)n(Cc4ccc(Cl)cc4)n3)no2)cc1OC
(18) N#Cc1ccc(OCC(=O)Nc2ccc(S(=O)(=O)N3CCOCC3)cc2)cc1
assay / compound,17,18
HCMV inh,?,8
FBPA Giardia inh,8%,.
AmpC detergent,-9%,.
HCV inh,?,9%
Sm TGR inh,-7%,.
AMA1-RON2 inh,12%,-6%

The results go on.
(25) c1coc(-c2nnc(-c3cccs3)o2)c1
(26) Nc1ncc(C(=O)O)c(-c2ccccc2)n1
(27) CCN(CC)CCCN(C(=O)c1cccc(C)c1)c1nc(-c2ccc(OC)cc2)cs1
(28) CC1=C(C#N)C(C)C2=C(CC(C)(C)CC2=O)N1 (stereo unspecified)
(29) CCOc1cc(C(C(=O)NCC2CCCO2)N(C(=O)Cn2nnc3ccccc32)c2ccc(OC)c(OC)c2)ccc1O (stereo unspecified)
(30) Cc1cc(=O)oc2c3c(cc(OCC(=O)NCc4ccccc4)c12)OC(C)(C)CC3
(31) COc1ccc(OC(=O)COc2ccccc2C)cc1
(32) COc1ccccc1N(CC(=O)Nc1ccc(Br)cc1F)S(=O)(=O)c1cccs1
assay / compound,25,26,27,28,29,30,31,32
HCMV inh,-15,-14,-95*,-4,18,57,13,?
FBPA Giardia inh,9%,.,-14%,-3%,-1%,13%,.,.
AmpC detergent,-18%,.,?,8%,2%,-10%,.,-16%
HCV inh,10%,21%,4%,-4%,4%,5.6µM*,21%,?
Sm TGR inh,-1%,.,-6%,4%,32µM*,2%,.,6%
AMA1-RON2 inh,-14%,-18%,-6%,-4%,-1%,-5%,4%,-12%

(33) CCOC(=O)NC(=O)CSc1ccc(C)cc1C
(34) Cc1sc2c(c1C)c(=O)n(-c1cccc(C(F)(F)F)c1)c(=O)n2Cc1ccc(F)cc1
(35) CCCN1C(=O)SC(CC(=O)Nc2ccc(C)cc2)C1=O (stereo unspecified)
(36) NC(=S)NNC(=O)COc1ccccc1O
(37) CCSc1nnc(NC(=O)c2nc3nc(C)cc(C)n3n2)s1
(38) Cn1nccc1NC(=O)CC(CC(=O)O)c1ccccc1 (stereo unspecified)
(39) CC1CCC(C(C)C)C(OCC(O)CNC(C)C)C1 (stereo unspecified)
(40) CC(C)Nc1nc(-c2ccncc2)nc(-c2ccc(Cl)cc2)c1C#N
assay / compound,33,34,35,36,37,38,39,40
HCMV inh,-31,3,-35,-1,-21,27,0,-39
FBPA Giardia inh,2%,.,-1%,?,?,8%,-1%,8%
AmpC detergent,1%,0%,-14%,3%,2%,1%,2%,2%
HCV inh,0%,.,12%,-8%,4%,32%[activator],-3%,-7%
Sm TGR inh,7%,0%,-3%,-3%,-3%,2%,0%,-2%
AMA1-RON2 inh,-18%,.,-1%,101%[activator],44%[activator],0%,-9%,30%

(41) c1csc(COc2ccccc2CNC2CCCCC2)c1
(42) O=C(NC1(C(F)(F)F)C(=O)Nc2c1c(=O)[nH]c(=O)n2-c1ccc(F)cc1)c1cccnc1 (stereo unspecified)
(43) CCN(CC)CCCNC(=O)c1ccc(N2CCCCC2)c(NS(=O)(=O)c2ccc(C)cc2)c1
(44) CCC1CN(C(=O)N2CCC(C(=O)O)CC2)c2cc(C)ccc2O1 (stereo unspecified)
(45) Cc1cccc(S(=O)(=O)Nc2cccc(-c3cn4ccsc4n3)c2)c1
(46) CC(C)C(=O)NC(=S)Nc1ccccc1N1CCN(C(=O)c2ccccc2)CC1
(47) CCOc1ccc(-c2ccc(NS(=O)(=O)c3cc([N+](=O)[O-])c(C)c([N+](=O)[O-])c3)cc2)nn1
(48) COc1ccc(CC(=O)Nc2ccc(C)cc2O)cc1S(=O)(=O)N1CCOCC1
assay / compound,41,42,43,44,45,46,47,48
HCMV inh,-31,4,-34,6,-20,8,12,-20
FBPA Giardia inh,-5%,.,-2%,.,8%,4%,.,.
AmpC detergent,-3%,?,-5%,-1%,-9%,-14%,-11%,?
HCV inh,?,9%,-11%,.,?,3%,12%,11%
Sm TGR inh,0%,0%,-25%,-3%,0%,-28%,-1%,6%
AMA1-RON2 inh,-3%,16%,-3%,.,-13%,-4%,-7%,1%

(49) O=C1/C(=C/c2cccs2)SC(=S)N1CC(=O)N1CCCCC1CCO (stereo unspecified)
(50) Cc1cc(-n2nc(C)cc2C)n2nc(C)c(-c3ccc(Cl)cc3)c2n1
(51) O=C(NCc1ccccc1F)C1CC(=O)N(c2ccc3c(c2)OCCO3)C1 (stereo unspecified)
(52) COc1ccc(-c2nc3ccc(C)cn3c2Nc2ccc3c(c2)OCO3)cc1
(53) CCOc1cc2nc(-c3ccc(OC)c(OC)c3)nc(NCCCN3CCOCC3)c2cc1OC
(54) Cc1ccc(C)c(NC(=O)NNC(=O)c2cc3occc3[nH]2)c1
(55) C/C(=N\NC(=O)c1ccc(Cn2cc(Br)cn2)o1)c1cccc(NC(=O)C(C)C)c1
(56) C=CCNC(=O)COC(=O)c1nc2nccc(C)n2n1
assay / compound,49,50,51,52,53,54,55,56
HCMV inh,-83*,0,-4,-106*,54,35,-9,23
FBPA Giardia inh,.,5%,.,.,5%,3%,3%,3%
AmpC detergent,-2%,3%,-7%,5%,-6%,2%,8%,-6%
HCV inh,-16%,0%,16%,.,?,4%,?,0%
Sm TGR inh,-1%,-6%,-1%,-25%,0%,-16%,2%,-10%
AMA1-RON2 inh,-10%,5%,17%,.,-4%,-1%,-3%,5%

Part of the list above in order of molar mass, low to high.
(54) Cc1ccc(C)c(NC(=O)NNC(=O)c2cc3occc3[nH]2)c1
(50) Cc1cc(-n2nc(C)cc2C)n2nc(C)c(-c3ccc(Cl)cc3)c2n1
(49) O=C1/C(=C/c2cccs2)SC(=S)N1CC(=O)N1CCCCC1CCO (stereo unspecified)
assay / compound,54,50,49
HCMV inh,35,0,-83*
FBPA Giardia inh,3%,5%,.
AmpC detergent,2%,3%,-2%
HCV inh,4%,0%,-16%
Sm TGR inh,-16%,-6%,-1%
AMA1-RON2 inh,-1%,5%,-10%

(continued)
(57) Cc1ccc(CN2C(=O)N/C(=C\c3cccn3-c3cccc(C(=O)O)c3)C2=O)cc1
(58) CCCN1CNc2c(c(=O)[nH]c(=S)n2CCc2ccc(OC)c(OC)c2)C1
(59) O=C1CCc2cc(S(=O)(=O)NC3CCCCC3)ccc2N1
(60) COc1cccc2c(N/N=C/c3ccccc3)cc(C)nc12
(61) COc1ccc(Cl)cc1C(=O)NC(=S)Nc1ccccc1N1CCOCC1
(62) O=C(/C=C/c1ccc([N+](=O)[O-])s1)N1CCCC1
(63) Cc1cc(C)cc(N(CC(=O)N2CCc3ccccc32)S(=O)(=O)c2c(C)noc2C)c1
(64) CCN(CC(=O)Nc1ccc(NC(C)=O)cc1)C(=O)c1ccccc1Sc1ccccc1C#N
(65) O=C(CSc1nc(-c2ccccc2)cc(=O)[nH]1)Nc1ccccn1
assay / compound,57,58,59,60,61,62,63,64,65
HCMV inh,-9,-19,0,-3,24,-31,33,?,-15
FBPA Giardia inh,8%,-8%,.,3%,-12%,-5%,-1%,.,-4%
AmpC detergent,-3%,-4%,1%,-1%,0%,1%,-5%,4%,-18%
HCV inh,-2%,?,1%,-12%,-7%,?,9%,33%[activator],-6%
Sm TGR inh,35µM*,-4%,-9%,-10%,-2%,28µM*,3%,2%,1%
AMA1-RON2 inh,-9%,10%,-6%,49%[activator],3%,-1%,6%,72%[activator],-6%

Random draw from the library; 9.3% or so of the library scored in one or more.
